Source: PubChem
BLM inh – blocks DNA unwinding by human BLM helicase | 0.2% of 350,000 active | recombinant BLM DNA unwinding, fluorescence dequenching | AID 2528 | Potency, µM (series often up to 56.1 µM), for inactives: top-dose activity change, negative = inhibition, most hits filed as inhibitors;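 also: plate controls were vehicle for no effect and no enzyme for full effect; nearly all actives have a fitted effect of over 35% in size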
Pol iota inh – blocks human DNA polymerase iota activity | Q9UNA4 | Pol iota fluorescent replication assay, 10 min | Potency, µM (doses to about 115 µM), for the others: at the top dose activity, negative = inhibition, usual class: inhibitors | 1% of 390,000 active
Target sequence (Q9UNA4 whole entry, looked up): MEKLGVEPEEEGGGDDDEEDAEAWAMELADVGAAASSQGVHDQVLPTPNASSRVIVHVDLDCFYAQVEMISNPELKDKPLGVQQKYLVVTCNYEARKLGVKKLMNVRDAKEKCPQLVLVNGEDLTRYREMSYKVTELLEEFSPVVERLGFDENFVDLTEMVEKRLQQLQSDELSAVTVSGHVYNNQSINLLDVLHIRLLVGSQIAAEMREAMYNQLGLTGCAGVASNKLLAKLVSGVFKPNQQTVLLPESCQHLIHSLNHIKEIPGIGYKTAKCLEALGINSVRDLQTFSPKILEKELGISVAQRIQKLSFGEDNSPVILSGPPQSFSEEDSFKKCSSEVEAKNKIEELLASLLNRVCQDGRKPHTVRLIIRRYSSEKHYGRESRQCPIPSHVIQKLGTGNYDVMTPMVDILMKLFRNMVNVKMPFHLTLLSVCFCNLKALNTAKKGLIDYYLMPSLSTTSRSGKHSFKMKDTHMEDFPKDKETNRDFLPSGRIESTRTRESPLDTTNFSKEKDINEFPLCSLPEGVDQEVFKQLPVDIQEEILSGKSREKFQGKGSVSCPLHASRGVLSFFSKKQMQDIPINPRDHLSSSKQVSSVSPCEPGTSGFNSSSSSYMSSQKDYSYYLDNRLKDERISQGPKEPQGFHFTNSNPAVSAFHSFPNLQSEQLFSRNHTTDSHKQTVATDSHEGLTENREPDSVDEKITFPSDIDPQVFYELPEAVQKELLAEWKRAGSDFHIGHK
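Pol iota at 10 nM preincubated 15 min with compounds at room temperature; reaction started with fluorescent substrate, 50 nM final. Fluorescence read kinetically at 0 and 10 min; buffer-only wells as negative control.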
POLH inh – DNA polymerase eta (human) inhibition | Q9Y253 | recombinant Pol eta, fluorescent DNA replication assay | Potency, µM (highest dose often 114 µM), for the others: at the top dose activity change, negative = inhibition, most hits filed as inhibitors | 1.2% of 390,000 active | AID 588591; also: % is scaled to controls: 0 for no effect and ±100 for the full control effect
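Pol eta at 10 nM preincubated with compounds 15 min at room temperature; reaction started with fluorescent substrate (50 nM final) and read kinetically at 0 and 10 min.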
Pol kappa inh – DNA polymerase kappa (human) inhibition. purified Pol kappa, fluorescent DNA synthesis assay, 10 min. AID 588579. 0.53% of 400,000 active. Potency, µM (series often up to 107 µM), for inactives: at the top dose activity, negative = inhibition, usual class: inhibitors. Q9UBT6; also: % is scaled to controls: 0 for no effect and ±100 for the full control effect
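50 nM final substrate added after 15 min RT preincubation of 10 nM Pol kappa with compound; fluorescence read at 0 and 10 min.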
Pol beta inh – inhibitors of human DNA polymerase beta | P06746 | Potency, µM (top dose mostly 114 µM), inactives show top-dose activity change, negative = inhibition, usual class: inhibitors | 1.3% of 340,000 active | AID 485314 | Pol beta primer extension/strand displacement, fluorescence kinetic; also: % is scaled to controls: 0 for no effect and ±100 for the full control effect
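Homogeneous kinetic assay of primer extension and strand displacement by 10 nM Pol beta, preincubated 15 min at room temperature with compound before 50 nM substrate (final) was added. Read at 0 and 10 min; four-parameter Hill fit.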
APEX1 inh – inhibitors of human APE1 endonuclease; recombinant APE1, TAMRA/BHQ-2 abasic DNA cleavage fluorescence; P27695; Potency, µM (top dose mostly 65.8 µM), without a hit: top-dose activity change, negative = inhibition, hits mostly inhibitors; 0.35% of 350,000 active;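 also: plate controls were vehicle for no effect and reference inhibitor for full effect; nearly all actives have a fitted effect of over 55% in size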
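APE1 at 0.75 nM final was preincubated with compound 15 min at room temperature, then 50 nM double-stranded THF abasic-site substrate (5'-TAMRA/3'-BHQ-2) was added. Fluorescence (ex 525/em 598 nm) was read kinetically; third-minus-first read gave activity.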
G9a block – blocks human histone lysine methyltransferase G9a; Q96KQ7; G9a H3K9 monomethylation, AlphaScreen, 2 h; Potency, µM (highest dose often 102 µM), inactives show at the highest dose activity, negative = inhibition, hits mostly inhibitors; 8.8% of 350,000 active; also: % is scaled to controls: 0 for no effect and ±100 for the full control effect; nearly all actives have a fitted effect of over 75% in size
Target sequence (Q96KQ7 913-1193 limits assumed): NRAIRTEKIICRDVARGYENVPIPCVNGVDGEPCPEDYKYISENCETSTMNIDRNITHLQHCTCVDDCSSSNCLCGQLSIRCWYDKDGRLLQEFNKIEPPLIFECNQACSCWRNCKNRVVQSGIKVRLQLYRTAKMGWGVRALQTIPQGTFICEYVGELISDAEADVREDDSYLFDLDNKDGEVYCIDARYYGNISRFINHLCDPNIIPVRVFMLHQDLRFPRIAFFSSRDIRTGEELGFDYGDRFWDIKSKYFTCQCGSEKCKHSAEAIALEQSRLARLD
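AlphaScreen read-out: biotin-H3K9 peptide (500 nM) methylation by 20 nM enzyme with 20 uM SAM, 2 h at room temperature after 15 min compound preincubation; anti-monomethyl H3K9 antibody plus donor/acceptor beads, 10 min dark.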
Apoferritin bind – candidate novel general anesthetic via apoferritin binding; P02791; apoferritin/1-aminoanthracene competitive binding, fluorescence; Potency, µM (top dose mostly 77.5 µM), for the others: top-dose activity change, negative = displacement, most hits filed as inhibitors; 0.074% of 350,000 active; also: % is scaled to controls: 0 for no effect and ±100 for the full control effect; nearly all actives have a fitted effect of over 20% in size
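10 uM apoferritin + 50% sat. 1-AMA, PBS; cpd 10 min RT; Ex380/Em535 endpoint; normalized to free probe vs complex; 4-param Hill fit; propofol titration as pos. ctrl.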
BAZ2B block – blocks human BAZ2B; Q9UIF8; AlphaScreen BAZ2B-H3K14Ac peptide displacement; Potency, µM (titrated, usually from 114 µM), for inactives: at the top dose activity change, negative = inhibition, hits mostly inhibitors; 4.4% of 360,000 active; also: % is scaled to controls: 0 for no effect and ±100 for the full control effect; nearly all actives have a fitted effect of over 60% in size
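Multi-concentration screen (max 110 uM) measuring displacement of acetylated histone H3 peptide from BAZ2B by AlphaScreen, using 50 nM protein, 50 nM peptide and 10 ug/mL streptavidin donor plus Ni-chelate acceptor beads.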
Numbers without * were called inactive; ? = inconclusive; . = not tested or not shown; & = joins results of further samples; ! = a repeat was not active; [ ] = remark or other dose. Calls follow the shape of the dose curve; as a rule, active = well fitted curve in the direction sought with a large enough effect; inconclusive = small, poorly fitted or top-dose-only effect, or another doubt; inactive = no such curve, though single readings can be large; an effect the other way counts as inactive or inconclusive. Potency is read from the fitted curve at half-maximal effect. A portion of the library; count on the stated rates, not on these rows.

Values run as follows: BLM inh, Pol iota inh, POLH inh, Pol kappa inh, Pol beta inh, APEX1 inh, G9a block, Apoferritin bind, BAZ2B block
COCCNC(=O)Cn1cc(C(=S)N2CCOCC2)c2ccccc21
 : -1%, -12%, -4%, -21%, -11%, 6%, 35µM*, -14%, -25%
CSc1ccc(/C=N/NC(=O)c2cccc(O)c2)cc1
 : -3%, 11%, -18%, -2%, 8%, 1%, 25%, -14%, 7%[57.1 µM]
CSCCC1NC(=O)N(CC(=O)Nc2ccc(-c3ccccc3)cc2)C1=O (centres undefined)
 : 1%, -10%, 18%, -12%, -1%, 2%, 8%, -15%, -2%
Cc1cc(Cl)ccc1NC(=O)CN1C(=O)CSc2ccc(S(=O)(=O)N(C)C)cc21
 : -2%, 13%, -16%, -7%, 1%, ., -1%[59 µM], -2%, -3%
Cc1ccc2c(c1)nnn2C1CCN(CC(=O)Nc2ccccc2N2CCOCC2)CC1
 : -3%, ?, ?, -1%, 2%, -5%, -41%, 6%, -34%
COc1ccc(OCc2nn3c(-c4ccco4)nnc3s2)cc1
 : -6%, -7%, ?, -6%, ?, -12%, ?, -17%, -37%
Cc1cc(C)c(NC(=O)CSc2nc3ccccc3c3nc(-c4ccccc4)nn23)c(C)c1
 : 1%, 20%, -15%, 0%[60.1 µM], 11%, ., 5%[59 µM], -2%, 6%
Cc1ccc2nc(-c3ccc(NC(=O)COC(=O)c4ccco4)cc3)sc2c1
 : -1%, -3%, -16%, -10%, 7%, 3%, 10%[59 µM], -7%, -1%
CCOC(=O)Cn1c(=O)n(Cc2ccc(C)cc2)c(=O)c2cccnc21
 : -4%, -25%, -10%, -13%, 22%, -8%, 9%[2.33 µM], 2%, 7%
CC(C)CNC(=O)CSc1ccc(Cl)cc1
 : 0%, 12%, -5%, -1%, 32%, 15%, -15%, -14%, 2%

Just POLH inh, G9a block and Pol kappa inh, for 4 of the compounds above:
| mol | POLH inh | G9a block | Pol kappa inh |
| --- | --- | --- | --- |
| CSc1ccc(/C=N/NC(=O)c2cccc(O)c2)cc1 | -18% | 25% | -2% |
| CSCCC1NC(=O)N(CC(=O)Nc2ccc(-c3ccccc3)cc2)C1=O (centres undefined) | 18% | 8% | -12% |
| Cc1cc(Cl)ccc1NC(=O)CN1C(=O)CSc2ccc(S(=O)(=O)N(C)C)cc21 | -16% | -1%[59 µM] | -7% |
| Cc1ccc2c(c1)nnn2C1CCN(CC(=O)Nc2ccccc2N2CCOCC2)CC1 | ? | -41% | -1% |

Further records.
Values run as follows: BLM inh, Pol iota inh, POLH inh, Pol kappa inh, Pol beta inh, APEX1 inh, G9a block, Apoferritin bind, BAZ2B block
Cc1onc(-c2ccccc2)c1C(=O)N/N=C/c1cn(C)c2ccccc12
 : -13%, 95%[activator], -8%, -11%, 6%, -6%, ?, -14%, ?
CCOc1ccc2[nH]c(C(=O)N/N=C/c3cc(OC)c(OC)c(OC)c3)cc2c1
 : -1%, -15%, ?, -30%, 13µM*, -1%, 9%, 1%, -19%
Cc1ccc(NCc2nnc(SCC(=O)NCc3ccco3)n2CC2CCCO2)cc1Cl (centres undefined)
 : 0%, -14%, -6%, -11%, -8%, 0%, ?, 5%, -39%
Cc1[nH]c2ccccc2c1C1(O)C(=O)Nc2ccc(Cl)cc21 (centres undefined)
 : 0%, 14%, -18%, -8%, 1%, ., -5%[59 µM], -2%, ?
Cc1cccc(NC(=O)c2ccc(NCC3CCCO3)c([N+](=O)[O-])c2)n1 (centres undefined)
 : -1%, 178%[activator], -18%, 0%, -1%, 1%, -2%, 28µM*, ?
Nc1ccc2nc(-c3ccc(N)c(Cl)c3)[nH]c2c1
 : -21%, ?, ?, ?, ?, ?, ?, 50%[activator], ?
COc1ccc(S(=O)(=O)N(CC(=O)NN=C2CCN(C)CC2)c2ccc(C)cc2)cc1OC
 : -1%, 19%, 2%, -7%, ?, -11%, ., -9%, -6%
CC(=O)c1ccc(OCCNS(=O)(=O)c2ccc(-n3cnnn3)c(C)c2)cc1
 : -2%, 14%, 2%, -17%, 4%, 1%, ?, 4%, -4%[57.1 µM]
CCOC(=O)c1c(NC(N)=O)nc2n1CCC2
 : -6%, 3%, 4%, -13%, ?, 5%, 23%[59 µM], -3%, ?
Cc1cc(C)c(OCC(=O)Nc2ccccn2)c([N+](=O)[O-])c1
 : 1%, 2%, -8%, -7%, 4%, 2%, 1%, -8%, -9%

(listing goes on)
Values run as follows: BLM inh, Pol iota inh, POLH inh, Pol kappa inh, Pol beta inh, APEX1 inh, G9a block, Apoferritin bind, BAZ2B block
COc1cccc(CC(=O)OCC(=O)NC(=O)c2ccc(OC(F)F)cc2)c1
 : ., 19%, 1%, 3%, ., 0%, -39%, ., 8%
Cc1ccc(NC(=O)N(C)c2ccccc2)cc1
 : -3%, 38%[activator], -20%, -4%, ?, -5%, 26%, -9%, -9%
Cc1ccc(CNC(=O)c2ccc(CN3CCOCC3)cc2)cc1
 : 2%, 31%[activator], -6%, -17%, 4%, 11%, -19%, ?, 12%
Cc1nn(CCCC(=O)Nc2cc(Oc3ccccc3)cc([N+](=O)[O-])c2)c(C)c1[N+](=O)[O-]
 : -6%, 11%, -9%, -10%, 1%[57.1 µM], 3%, -15%, -13%, -6%
CCC1CCC(NC2CCCCNC2=O)CC1 (centres undefined)
 : 0%, 2%, -18%, -3%, 29%, 0%, 10%[59 µM], -7%, -20%
FC(F)(F)c1cc(CCN2CCNC[C@H]2Cc2cccc3ccccc23)cc(C(F)(F)F)c1
 : ., ?, -22%, -2%, ., -4%, ?, ., 50µM*
CC1=CC(=Nc2c(C)n(C)n(-c3ccccc3)c2=O)C=C(C)C1=O
 : 1%, 13%, -14%, 2%, -18%, 0%, 40µM*, -14%, -71%
CC(/C=N/N1CCN(c2ccccc2)CC1)=C\c1ccccc1
 : 1%, 31%[activator], -1%, -1%, 3%, -1%, -5%[59 µM], -6%, 7%
CC(NC(=O)CSc1nnc(-c2cccnc2)n1N)c1ccccc1 (centres undefined)
 : -3%, 217%[activator], -20%, -3%, 12%, -1%, -6%, -3%, -18%
CC(/C=N/NC(=O)c1nnn(-c2nonc2N)c1C(C)C)=C\c1ccco1
 : -10%, ?, -11%, -15%, 8%, 18%, -43%[59 µM], -18%, -28%

Another view of 2 compounds above.
smiles | BLM inh | Pol iota inh | POLH inh | Pol kappa inh | Pol beta inh | APEX1 inh | G9a block | Apoferritin bind | BAZ2B block
Nc1ccc2nc(-c3ccc(N)c(Cl)c3)[nH]c2c1 | -21% | ? | ? | ? | ? | ? | ? | 50%[activator] | ?
COc1ccc(S(=O)(=O)N(CC(=O)NN=C2CCN(C)CC2)c2ccc(C)cc2)cc1OC | -1% | 19% | 2% | -7% | ? | -11% | . | -9% | -6%

Next section
Values run as follows: BLM inh, Pol iota inh, POLH inh, Pol kappa inh, Pol beta inh, APEX1 inh, G9a block, Apoferritin bind, BAZ2B block
CCCn1c(SCC(=O)NCCc2ccc(Cl)cc2Cl)n[nH]c1=O
 : -3%, 33%[activator], -3%, 0%, -13%, -7%, 9%, -11%, 3%
Cc1ccc(O)c(C(=O)/C=C/c2ccc3c(c2)OCCCO3)c1
 : -15%, ?, -9%, -8%, 6%, 4%, 7.1µM*, -6%, 28µM*
CCCCCc1c(O)c2ccccc2[nH]c1=O
 : 1%, 9%, 1%, 0%, 0%, -3%, 8%[59 µM], 5%, 12%
Cc1ccc(N2NC(C)(c3cccs3)NC2=S)cc1 (centres undefined)
 : -4%, 10%, -2%, -7%, 68%, 0%, 8.9µM*, -18%, ?
CCN(CC(=O)Nc1ccccc1C(F)(F)F)C(=O)CN1C(=O)NC2(CCCC2)C1=O
 : ., ?, 3%, 3%, ., 7%, -45%, ., -2%
COc1cc(/C=N/Nc2ccc3ccccc3c2)ccc1OC(=O)c1ccco1
 : -3%, 11%, -9%, -10%, -4%, -4%, 7.9µM*, -10%, -35%
CC[C@H]1c2[nH]c3ccccc3c2C[C@@H]2C(=O)N(c3ccc(F)cc3)C(=O)N21
 : ., 10%, -11%, 11%, ., -3%, -31%[12.7 µM], ., -4%
CCCCc1ccc(NC(=O)Cn2nnc3sc4c(c3c2=O)CCC(C)C4)cc1 (centres undefined)
 : -6%, 5%, -6%, -2%, 9%, ., 1%[59 µM], -5%, -8%
COCCCNC(=O)CSc1nc2cc3c(cc2c(=O)n1CCCCCC(=O)NCc1ccc2c(c1)OCO2)OCO3
 : 1%, 41%[activator], -11%, -3%[60.1 µM], 16%, ., 5%[59 µM], 1%, 2%
Cc1ccc2nc(NC(=O)CSc3nc(=O)n(CCN(C)C)c4c3CCCC4)sc2c1
 : ., 22%, -20%, 1%, ., 22%, ?, ., -23%

The list continues.
Values run as follows: BLM inh, Pol iota inh, POLH inh, Pol kappa inh, Pol beta inh, APEX1 inh, G9a block, Apoferritin bind, BAZ2B block
CN(C)CC[C@@H](c1ccc(Br)cc1)c1ccccn1
 : -8%, -9%[58.9 µM], 3%[57.1 µM], 4%[60.1 µM], -6%[57.1 µM], -7%, 16µM*!, ., .
CN(C)S(=O)(=O)c1ccc(Cl)c(NC(=O)CN2C(=O)NC3(CCCC3)C2=O)c1
 : -2%, 18%, -12%, 10%, 2%, 22%, 14%, -5%, 3%
COc1ccc(CCN2CC34C=CC(O3)C(C(=O)NCc3ccccc3)C4C2=O)cc1OC (centres undefined)
 : -1%, -2%, 7%, -3%, ?, 1%, ., -7%, 2%
Cc1ccc([N+](=O)[O-])cc1S(=O)(=O)Nc1cccc(S(=O)(=O)Nc2ccccc2C(=O)O)c1
 : ., 0%, -4%, -29%, ., -5%, ., ., .
CC(C)Oc1ccc(C(=O)NNC(=O)c2ccccc2C(=O)O)cc1
 : 1%, -26%, -17%, ?, -3%, 0%, -1%, ?, 4%
N#CCCn1c(=O)cnc2cnc(OCc3ccccc3)nc21
 : 7%, ., ., 0%[60.1 µM], ., 4%, 9%[12.7 µM], ., .
NC(=NC1C2CC3CC(C2)CC1C3)Nc1ccc(I)cc1 (centres undefined)
 : -14%, ., ., 6%&2%&-13%[19.4 µM], ., 0%&1%&16%, 28µM*!, -5%&-7%, .
